Bioassay records from PubChem BioAssay.
FBPA Giardia inh: qHTS Assay for Inhibitors of Fructose-1,6-bisphosphate Aldolase from Giardia Lamblia. purified Giardia FBPA. Potency, µM (series often up to 59.6 µM), for inactives: at the highest dose activity, negative = inhibition, hits mostly inhibitors. 290,000 tested, 0.71% active. AID 2451, 2010; further: potency means the concentration at half of the fitted maximal effect; on the % scale 0 is the no-effect control and ±100 the full control effect; nearly all actives have a fitted effect of over 55% in size
Target sequence (A8B2U2 whole entry, looked up): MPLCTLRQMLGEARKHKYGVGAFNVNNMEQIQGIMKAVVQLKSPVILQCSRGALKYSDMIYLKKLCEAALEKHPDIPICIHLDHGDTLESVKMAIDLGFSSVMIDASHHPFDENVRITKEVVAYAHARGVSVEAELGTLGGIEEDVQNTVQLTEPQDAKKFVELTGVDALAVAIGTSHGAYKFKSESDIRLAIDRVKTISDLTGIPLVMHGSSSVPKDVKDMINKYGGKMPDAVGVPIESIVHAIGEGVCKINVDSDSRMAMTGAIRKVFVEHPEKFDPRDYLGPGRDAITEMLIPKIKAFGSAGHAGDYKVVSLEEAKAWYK
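40 nM FBPA preincubated 10 min at RT with compound (up to 57.5 uM final), then substrate plus GAPDH/TPI/NAD/arsenate coupling and diaphorase/resazurin added. Fluorescence read after 20 min at RT, 525/598 nm.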
CHX counter: Cycloheximide Counterscreen for Small Molecule Inhibitors of Shiga Toxin. AID 2314, 2010. cell reporter, cycloheximide protein synthesis inhibition counterscreen. max response, %. 300,000 tested, 12% active; in the data active means max response mostly above about 13%, no sharp cut-off; inactive means mostly below about 14%; further: read at 38.3 µM for the half of the compounds with a filed dose; 0% is about no effect
AMA1 RON2 block: qHTS for Inhibitors of AMA1-RON; Towards Development of Antimalarial Drug Lead: Primary Screen | Plasmodium falciparum AMA1 (3D7) - RON2 peptide interaction | AlphaScreen AMA1-biotinylated RON2 peptide binding | Potency, µM (series often up to 58.2 µM), without a hit: at the highest dose activity change, negative = inhibition, actives largely listed as inhibitors | 360,000 tested, 0.2% active | AID 720542, 2013;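 further: potency means the concentration at half of the fitted maximal effect; 0% = vehicle wells and -100% = peptide control; nearly all actives have a fitted effect of over 45% in size; some results filed as inactive show a strong effect at the top dose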
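AMA1 (3D7) with his tag at 25 nM final met compounds first, then biotinylated RON2 peptide at 25 nM; detection used donor plus acceptor beads, 10 µg/mL apiece, read by AlphaScreen after 30 min at room temperature.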
Shiga toxin inh: A qHTS for Small Molecule Inhibitors of Shiga Toxin; inhibition, % at 38.7 µM; Vero cells, Shiga toxin protein synthesis inhibition reporter; 290,000 tested, 9.2% active; in the data active means inhibition mostly above about 28%, no sharp cut-off; inactive means mostly below about 43%; further: 0% is about no effect
AmpC detergent: qHTS Inhibitors of AmpC Beta-Lactamase (assay with detergent); AmpC hydrolysis of nitrocefin, absorbance 480 nm, 0.01% Triton; Potency, µM (doses to about 114 µM), inactives show at the highest dose activity change, negative = inhibition, hits mostly inhibitors; 370,000 tested, 0.041% active; AID 485294, 2010;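 further: potency means the concentration at half of the fitted maximal effect; 0% = no-compound wells and -100% = no-enzyme wells; nearly all actives have a fitted effect of over 25% in size; some results filed as inactive show a strong effect at the top dose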
Target sequence (P00811 whole entry, looked up): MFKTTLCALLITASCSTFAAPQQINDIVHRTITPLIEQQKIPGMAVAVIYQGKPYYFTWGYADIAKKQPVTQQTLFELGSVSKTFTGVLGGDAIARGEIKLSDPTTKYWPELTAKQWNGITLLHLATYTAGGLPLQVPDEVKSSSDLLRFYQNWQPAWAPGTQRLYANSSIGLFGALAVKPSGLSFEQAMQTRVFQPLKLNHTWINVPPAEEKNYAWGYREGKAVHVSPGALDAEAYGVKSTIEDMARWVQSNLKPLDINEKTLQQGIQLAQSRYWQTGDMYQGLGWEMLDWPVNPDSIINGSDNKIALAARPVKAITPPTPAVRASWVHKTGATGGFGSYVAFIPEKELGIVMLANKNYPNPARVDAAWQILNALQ
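AmpC (5.3 nM in the dispensed reagent) in 20 mM phosphate pH 7.0 with 0.01% (detergent screen) or 0.0001% Triton X-100 was preincubated with compounds for 15 min at room temperature. Nitrocefin was then added from an 800 uM solution, and hydrolysis was followed at 480 nm.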
HCMV antiviral: qHTS Assay for inhibitors of the human cytomegalovirus (HCMV). HFF cells, HCMV-luciferase reporter, 72 h; stronger effect = lower value. 410,000 tested, 4.5% active. AID 1259415, 2018. activity change, negative = inhibition, % at 57.5 µM; in the data active means activity change below about -60%; inconclusive means no clear call, values can overlap the other calls; inactive means above about -39%; further: on the % scale 0 is the no-effect control and ±100 the full control effect
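Inhibition of viral replication was scored as loss of reporter luminescence in HFFs infected with HCMV-luciferase (MOI 1 PFU/cell) for 72 h; compounds tested at 2 doses, normalized to buffer and Salinomycin controls.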
AmpC no deterg: qHTS Inhibitors of AmpC Beta-Lactamase (assay without detergent). P00811. AmpC nitrocefin hydrolysis, absorbance 480 nm, 0.0001% Triton. Potency, µM (titrated, usually from 57.1 µM), for the others: top-dose activity change, negative = inhibition, hits mostly inhibitors. 330,000 tested, 0.52% active;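 further: potency means the concentration at half of the fitted maximal effect; plate controls were no compound for no effect and no enzyme for full effect; nearly all actives have a fitted effect of over 20% in size; some results filed as inactive show a strong effect at the top dose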
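20 mM phosphate pH 7.0 + 0.01% (detergent screen) or 0.0001% Triton X-100; 5.3 nM AmpC reagent; cpd preinc 15 min RT; nitrocefin (800 uM stock) to start; A480 q20 s × 4 min; Activity was normalised to no-enzyme and no-compound control wells.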
* marks the source's active call; other numbers are inactive results; ? = inconclusive; . = not tested or not shown; & = joins results of further samples; ! = not confirmed by another sample; [ ] = remark or other dose. Unless noted, the call rests on the fitted dose curve; in most records, active means well fitted curve in the direction sought with a large enough effect; inconclusive means small, poorly fitted or top-dose-only effect, or another doubt; inactive means no such curve, though single readings can be large; an effect the other way counts as inactive or inconclusive.

SMILES | FBPA Giardia inh | CHX counter | AMA1 RON2 block | Shiga toxin inh | AmpC detergent | HCMV antiviral | AmpC no deterg
O=C(OCC(=O)N1CCCC1=O)c1nc(Cl)c(Cl)c(Cl)c1Cl | 2.9% | 10.1 | -1.5% | 12.2 | 1.3% | . | 6.9%
O=C(NCCc1ccccc1)c1c[nH]c2c(F)cccc2c1=O | 0.2% | 23.2* | 14.2% | 28.6* | ? | 112.1 | -2.5%
Cn1c(=S)oc2ccccc21 | -2.1% | -2.2 | ? | -6.0 | 1.3% | 28.6 | -11.5%
Cc1ccc(NCC(=O)Nc2cccc(S(=O)(=O)N(C)C)c2)cc1S(=O)(=O)N1CCCCCC1 | . | . | -18.9% | . | 0.0% | -81.2* | -23.3%
COc1ccc(-n2c(=O)c(CCC(=O)N3CCC(C)CC3)nc3ccccc32)cc1 | . | . | 2.2% | . | 6.2% | -32.2 | 101.6%[activator]
CCC(C)(C)NC(=O)C(c1cccs1)N(C(=O)c1ccn[nH]1)c1cccc(OC)c1 (stereo unspecified) | 1.8% | -2.1 | 40.2%[activator] | -1.1 | 6.2% | -31.7 | -2.2%
COc1ccc(C)c2sc(N(CCCN(C)C)C(=O)CS(=O)(=O)c3ccc(F)cc3)nc12 | . | . | -5.5% | . | -16.5% | -18.9 | 122.1%[activator]
Cn1cc(SCC(=O)N2CCOCC2)c2ccccc21 | -4.4% | 21.7* | -3.5% | 92.7* | ? | 46.4 | 3.2%
COc1cc(C(=O)NNC(=S)NC(=O)c2ccc(Cl)cc2)cc(OC)c1OC | ? | 7.7 | 52.4%[activator] | 6.7 | -13.1% | -9.0 | ?
C/C(Cc1ccccc1)=N\NC(=O)CNC(=O)c1ccccc1F | -13.5% | 9.7 | 9.9% | 14.0 | ? | -12.5 | -13.4%
Cc1cccc(COCC(CC(C)C)N2CCN(C(=O)c3ccc(C(F)(F)F)cc3)CCC2=O)c1 (stereo unspecified) | -5.1% | -2.2 | -2.1% | -15.2 | 1.3% | 26.1 | 285.8%[activator]
Cc1cccc2cncc(OCc3nnc(SC(F)F)n3C)c12 | 0.1% | 0.5 | 1.4% | -9.7 | 3.5% | 21.7 | -12.6%

Look-ups from the list.
COc1ccc(-n2c(=O)c(CCC(=O)N3CCC(C)CC3)nc3ccccc32)cc1 – HCMV antiviral = -32.2
Cc1ccc(NCC(=O)Nc2cccc(S(=O)(=O)N(C)C)c2)cc1S(=O)(=O)N1CCCCCC1 – AmpC no deterg = -23.3%

(next part)
SMILES | FBPA Giardia inh | CHX counter | AMA1 RON2 block | Shiga toxin inh | AmpC detergent | HCMV antiviral | AmpC no deterg
Cc1nn(CCC(=O)Nc2cccc(C#N)c2)c(C)c1S(=O)(=O)N1CCCCC1 | 1.9% | -4.1 | -4.9% | -5.4 | -9.5%&-2.4% | ? | 13.5%
CCOC(=O)c1[nH]c(C)c(C(=O)NCc2cccnc2)c1C | 1.6% | -3.2 | -4.7% | -12.4 | ? | 10.0 | -12.0%
Cc1cc(Oc2ccc(=O)n(C)n2)nc(Oc2ccc(=O)[nH]n2)n1 | 0.1% | -7.1 | -1.8% | -13.0 | ? | -12.8 | -10.3%
COc1ccc(-c2csc(CCN3N=C(C)CC3=O)n2)cc1 | -4.1% | 14.6 | 11.3% | 60.7 | 1.4% | -7.7 | 73.0%[activator]
COc1cccc(C(=O)CN2C3=NCCCN3c3ccccc32)c1 | -9.1% | -4.1 | 14.8% | -8.7 | ? | 17.5 | -4.7%
CCOC(=O)CN(C(=O)Cn1nnc(-c2ccc(OC)cc2)n1)C(C(=O)NC1CCCC1)c1ccc(F)cc1 (stereo unspecified) | -6.5% | -3.1 | -1.6% | 8.5 | -10.5% | 6.9 | 3.4%
Cn1nnnc1SCc1ccccc1[N+](=O)[O-] | 0.6% | -3.6 | -6.7% | -12.9 | ? | 10.1 | -23.7%
N#C/C(=C\c1cn(-c2ccccc2)nc1-c1cc2ccccc2o1)c1nc2ccccc2[nH]1 | -9.4% | 46.1* | 29.9% | 120.6* | -2.4% | 57.5 | -41.0%
COc1ccc(CC(=O)OCn2nnc3ccccc3c2=O)cc1 | 0.5% | 2.8 | -0.6% | 15.7 | 1.7% | -0.9 | -12.7%
COc1cc(NC(=O)c2cccs2)c(OC)cc1NC(=O)CCC(=O)Nc1ccc(C)cc1 | -6.3% | 0.7 | -9.6% | 2.8 | 5.4% | -12.0 | 28.1%
Cc1cccc(C)c1NC(=O)CN(C)C(=O)Cn1c(=O)cnc2ccccc21 | 5.8% | 0.1 | -1.0% | 10.8 | -3.9% | 23.3 | -6.1%
Cc1nnc(SCC(=O)N2CCOCC2)[nH]c1=O | -24.8% | -1.9 | -7.3% | -9.1 | -10.2% | -21.9 | -15.4%
CCOC(=O)C1CCN(C(C)C(=O)c2c[nH]c3ccccc23)CC1 (stereo unspecified) | 8.4% | -1.2 | -3.5% | -6.4 | 2.3% | . | 1.8%
C/C(=N\NC(=O)c1cccc(O)c1)c1cccc(NC(=O)c2ccc(F)cc2)c1 | . | 40.9* | 63.7%[activator] | 68.3* | 7.5% | 29.4 | -27.2%
O=S1(=O)C[C@@H](N2CCOCC2)[C@H](N2CCOCC2)C1 | 0.4% | 6.8 | 37.9%[activator] | 11.9 | 5.8% | -3.1 | -24.1%
O=C(O)c1cc(-c2ccc(Br)s2)nc2ccccc12 | -8.2% | 17.1* | -9.3% | 34.1* | -2.5% | 16.5 | -18.3%
Cc1ccc(S(=O)(=O)Nc2c(C)n(C)n(-c3ccccc3)c2=O)cc1 | 4.1%&-0.3% | -1.2&-6.1 | 11.2%&0.4% | 23.1&-18.1 | ? | -97.8*! | -26.6%&-15.9%
O=C(CN(C(=O)CNS(=O)(=O)c1ccccc1)c1ccc(Cl)cc1)NCC1CCCO1 (stereo unspecified) | . | -4.3 | 12.9% | -6.5 | 3.6% | -34.8 | 36.2%
Cc1occc(=O)c1OCc1c(Cl)cccc1Cl | -4.6% | 0.4 | 0.0% | -6.6 | -1.1% | -22.8 | 154.6%[activator]
CC(COC(=O)c1ccccc1)(COC(=O)c1ccccc1)/[N+]([O-])=C/c1ccccc1 | 0.2% | 0.7 | -22.6% | -3.2 | -11.2% | -10.1 | -22.0%
COc1ccnc(N=CNOCc2ccc(Cl)cc2)c1C#N | 0.3% | -1.6 | 0.0% | -4.6 | -0.9% | -37.6 | -6.1%
COc1ccc(C(=O)N/N=C/c2ccc(OC)c(COc3ccc(F)cc3F)c2)cc1 | -22.4% | 10.1 | -2.4% | -2.0 | -3.2% | 33.5 | -9.8%
COc1ccc(NC(=O)c2oc3ccccc3c2NC(=O)C(C)(C)C)cc1 | . | 12.1 | -1.9% | 15.9 | 4.0% | 18.4 | -0.2%
Cc1cc(OCC(C)C)ccc1/C(O)=C1/C(=O)C(=O)N(Cc2cccnc2)C1c1ccncc1 (stereo unspecified) | 24.2% | 6.5 | 2.4% | 11.6 | 1.6% | -17.2 | -10.4%
Cc1ccccc1-n1nc(C(=O)O)cc1-c1ccccc1 | -26.4% | -3.1 | 0.7% | -14.4 | ? | 29.3 | -22.8%
COC(=O)C1=CN(Cc2ccc(F)cc2)C=C(C(=O)OC)C1c1ccc(O)c(OC)c1 | 13.0% | -1.6 | 8.1% | -12.2 | -12.6% | 14.9 | 17.5%
CCc1ccc(/C=C/C(=O)c2c(C)cc(C)[nH]c2=O)cc1 | -8.2% | 1.3 | -5.5% | -4.6 | ? | -95.0* | -21.9%
Cc1ccc2c(c1)C(=O)C(=O)N2Cc1ccc(C(F)(F)F)cc1 | . | . | -23.5% | . | . | ? | -1.0%
O=C1/C(=C/N(C(=O)c2ccco2)c2ccc(Br)cc2)Sc2ccccc21 | 0.5% | 37.1* | -0.5% | 0.0 | ? | . | -57.8%
O=C(Oc1ccccc1)c1ccc2nccnc2c1 | -15.8% | 10.1 | 2.2% | 55.4 | -2.6% | -39.7 | -16.5%
NC(=O)CC(NC(=O)c1ccccc1)c1ccc(N2CCN(c3ccc(F)cc3)CC2)c([N+](=O)[O-])c1 (stereo unspecified) | 4.0% | 0.8 | -0.4% | -4.4 | -8.3% | ? | 35.4%
COc1ccc(/C=C/c2cc(=O)c3cc(Cl)ccc3o2)cc1 | -6.0% | 9.0 | -14.3% | 17.3 | -14.4% | -23.4 | -0.5%
COc1cc(C(=O)NCc2nnc(SCC(=O)NC3CCCC3)o2)cc(OC)c1OC | . | 4.1 | 1.8% | 8.9 | -3.9% | -34.7 | 16.1%
COc1ccc(Cl)cc1NC(=O)CCCC(=O)c1ccccc1 | -3.2% | 0.9 | 4.5% | 2.9 | 3.5% | -20.5 | -17.3%
CCn1c(COc2cccc(C)c2)nnc1SCC(=O)Nc1cccc(C(=O)O)c1 | 27.1% | -2.6 | -1.3% | -5.1 | ? | 30.1 | -28.1%
O=C1NC(=O)/C(=C\c2ccc(O)cc2O)S1 | -24.6% | -3.2 | ? | 12.4 | -4.7% | 39.0 | -50.4%
CCCCn1c(O)c(C(C)=NCc2cc(OC)cc(OC)c2)c(=O)[nH]c1=O | 7.2% | -4.2 | 2.1% | -15.7 | 2.6% | -9.7 | 32.2%
Cc1cc(C(=O)CCl)c(C)n1CCc1ccc(F)cc1 | -4.6% | 10.2 | 14.7% | -27.1 | -3.3% | -83.5* | -13.1%
COc1cccc(OC)c1CN1CCCC(C(=O)c2ccccc2SC)C1 (stereo unspecified) | 8.1% | -7.6 | -18.8% | -7.0 | 4.6% | ? | 60.8%[activator]
CC(C)CC(C(=O)O)N1C(=O)C2C3c4ccccc4C(c4ccccc43)[C@@H]2C1=O (stereo partly specified) | -0.8% | -5.3 | 19.2% | 26.0 | -5.2% | -14.1 | -8.9%
COCCn1c(SCC(=O)NC2CCCC2)nnc1-c1ccncc1 | -3.1% | -5.1 | 2.0% | -3.2 | 3.2% | -11.1 | -21.2%
CCOc1cc(/C=C2/SC(=Nc3ccccc3)N(Cc3cccnc3)C2=O)ccc1OCC#N | -4.0% | -3.0 | -4.0% | 29.1 | 1.8% | -60.2* | 0.2%
COc1ccccc1Oc1c(C)oc2c(CN(C)C)c(O)ccc2c1=O | 0.5% | -4.4 | 0.0% | -2.9 | ? | 35.2 | -10.2%
COCc1cc(=O)[nH]c(/N=C(\N)Nc2ccc(C)cc2)n1 | -21.2% | -3.7 | 17.9% | 13.1 | -24.4% | 3.6 | -14.1%
NNC(=O)c1n[nH]c2c1CC(C1CCCCC1)CC2 (stereo unspecified) | . | . | 44.8%[activator] | . | ? | -16.2 | -1.7%
